PKM2 act: PKM2 (human) enzyme activation; purified PKM2, Kinase-Glo ATP luminescence, activation; response scale: 0% is enzyme alone, no compound; Potency, µM (highest dose often 57.5 µM), for the others: at the highest dose activation, usual class: activators; P14618; hit rate 0.34% among 260,000; further: potency means the concentration at half of the fitted maximal effect; on the % scale 0 is the no-effect control and ±100 the full control effect; nearly all actives have a fitted effect of over 55% in size
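ATP formation by purified human PK-M2, quantified via coupled luciferase luminescence after 1 h at room temperature with 0.1 mM ADP and 0.5 mM PEP final.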
Menin-MLL TR inh: displaces Texas Red mutant MLL peptide from human menin; Menin + Texas Red MLL mutant peptide, fluorescence polarization; AID 1768; Potency, µM (top dose mostly 61.6 µM), for the others: at the highest dose FP activity change, negative = inhibition, most hits filed as inhibitors; hit rate 0.23% among 270,000; O00255; active means well fitted inhibition curve with a large enough effect in the polarisation, with a control signal flat, not every such curve was filed as active; inconclusive means small, poorly fitted or top-dose-only effect, or effect the other way, or a change in a side signal; inactive means no such curve, though single readings can be large or run the other way; the % refers to the polarisation; further: potency means the concentration at half of the fitted maximal effect; % of control where 0% means no effect; many of its hits are not listed in these tables
Target sequence (O00255 whole entry, looked up): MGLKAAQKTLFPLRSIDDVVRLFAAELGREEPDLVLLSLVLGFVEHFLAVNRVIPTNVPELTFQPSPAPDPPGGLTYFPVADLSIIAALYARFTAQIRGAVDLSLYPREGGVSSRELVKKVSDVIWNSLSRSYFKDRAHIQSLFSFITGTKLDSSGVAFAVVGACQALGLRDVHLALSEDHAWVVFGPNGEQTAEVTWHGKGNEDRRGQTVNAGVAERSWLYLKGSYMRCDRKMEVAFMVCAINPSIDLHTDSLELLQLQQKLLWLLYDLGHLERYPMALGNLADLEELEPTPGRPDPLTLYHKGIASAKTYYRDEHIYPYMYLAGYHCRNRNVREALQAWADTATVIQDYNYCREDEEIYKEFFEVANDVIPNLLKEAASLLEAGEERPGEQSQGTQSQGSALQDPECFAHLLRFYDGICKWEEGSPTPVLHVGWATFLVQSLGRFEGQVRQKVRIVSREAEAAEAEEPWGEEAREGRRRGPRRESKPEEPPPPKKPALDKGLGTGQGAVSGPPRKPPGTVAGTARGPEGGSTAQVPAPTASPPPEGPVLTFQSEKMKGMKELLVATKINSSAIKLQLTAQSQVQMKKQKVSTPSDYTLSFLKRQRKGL
GALK inhibitor: inhibitors of human galactokinase | P51570 | Purified GALK, Kinase-Glo residual ATP luminescence | Potency, µM (highest dose often 57.5 µM), without a hit: at the top dose activity change, negative = inhibition, most hits filed as inhibitors | hit rate 0.007% among 270,000 | AID 1868; further: potency means the concentration at half of the fitted maximal effect; on the % scale 0 is the no-effect control and ±100 the full control effect
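5 nM enzyme, 35 uM ATP, 100 uM galactose, 20 mM HEPES pH8.0, 5 mM MgCl2; 1 h RT; residual ATP by Kinase-Glo Plus luminescence, qHTS format.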
B2AR arrestin: beta2AR (human) beta-arrestin recruitment activity; P07550; beta-arrestin recruitment to beta2AR, cell-based reporter; Potency, µM (highest dose often 46.1 µM), inactives show top-dose activation, most hits filed as activators; hit rate 0.02% among 330,000; AID 492947;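 further: potency means the concentration at half of the fitted maximal effect; 0% = DMSO controls and full agonism = EC100 isoproterenol or metaproterenol; nearly all actives have a fitted effect of over 65% in size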
ASM inhibitor: blocks human secretory acid sphingomyelinase; AID 504937; Potency, µM (top dose mostly 57.5 µM), for inactives: at the highest dose activity change, negative = inhibition, hits mostly inhibitors; hit rate 0.006% among 340,000; P17405; placental ASM, HMU-PC fluorogenic substrate, 60 min; further: potency means the concentration at half of the fitted maximal effect
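Human placenta-derived ASM preincubated with compound 10 min at room temperature, then reacted with 9 uM (final) fluorogenic HMU-PC substrate for 60 min at 37 C. Stop solution raises pH to 10; fluorescence read at Ex 386/Em 447 nm.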
Tb PFK block: blocks T. brucei phosphofructokinase. hit rate 0.17% among 330,000. T. brucei PFK, ADP-Glo luminescence. Potency, µM (series often up to 57.5 µM), for inactives: at the top dose activity, negative = inhibition, hits mostly inhibitors. AID 485367. O15648;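 further: potency means the concentration at half of the fitted maximal effect; 0% = uninhibited 1x PFK enzyme wells and -100% = no-enzyme wells; nearly all actives have a fitted effect of over 60% in size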
Target sequence (O15648 whole entry, looked up): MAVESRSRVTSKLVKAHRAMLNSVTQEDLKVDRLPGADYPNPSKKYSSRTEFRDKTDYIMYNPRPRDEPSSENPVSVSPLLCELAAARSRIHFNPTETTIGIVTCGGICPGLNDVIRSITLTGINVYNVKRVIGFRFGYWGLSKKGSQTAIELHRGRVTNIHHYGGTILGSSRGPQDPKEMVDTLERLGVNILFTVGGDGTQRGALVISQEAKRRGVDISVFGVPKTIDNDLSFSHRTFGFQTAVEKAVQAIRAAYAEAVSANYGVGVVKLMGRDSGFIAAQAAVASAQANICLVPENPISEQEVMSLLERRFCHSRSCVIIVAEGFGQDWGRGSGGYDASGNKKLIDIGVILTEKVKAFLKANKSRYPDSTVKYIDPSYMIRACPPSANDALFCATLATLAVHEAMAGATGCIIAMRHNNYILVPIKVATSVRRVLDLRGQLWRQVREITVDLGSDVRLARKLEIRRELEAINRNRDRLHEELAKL
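In TEA buffer at pH 8.0 with 5 mM MgCl2, enzyme (1.25 nM) converted F6P (0.5 mM) and ATP (0.1 mM) for 45 min at room temperature. ADP product was read by luciferase luminescence.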
Giardia killer: kills Giardia lamblia; Giardia lamblia trophozoite viability; activity change, % at 7.66 µM, hits read low; hit rate 0.15% among 340,000; AID 540267; in the data active means activity change below about -80%; inconclusive means between about -30% and that limit;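 further: parasites exposed to compound for two days anaerobically before the ATP read; on the % scale 0 is the no-effect control and ±100 the full control effect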
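Trophozoites 100 cells/well + cpd; 48 hrs, 37 deg C, anaerobic. ATPLite 1-Step added, 15-30 min RT, luminescence read (ATP-based viability).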
a7 integrin act: integrin-mediated muscular dystrophy alleviation activation; alpha7betagal myoblasts, beta-gal FDG fluorescence, 48 h; Potency, µM (titrated, usually from 38.3 µM), for the others: at the top dose activation, most hits filed as activators; hit rate 0.064% among 350,000; AID 624291;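 further: potency means the concentration at half of the fitted maximal effect; 100% = response of the positive control SU9516; nearly all actives have a fitted effect of over 60% in size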
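alpha7betagal+/- myoblasts (passage 13, 250/well) treated 48 h at 37C with compounds at 1:260 dilution of DMSO stock. Lysed, then beta-galactosidase activity read as FDG fluorescence (ex 480/em 540) after 30 min, with pre-read for autofluorescence.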
Coupling enz: coupling enzyme interference in Giardia aldolase counter-screen | coupling enzyme system counterscreen, AmpLite Red fluorescence | activity change, negative = inhibition, % at 58.2 µM, hits read low | hit rate 0.67% among 290,000 | AID 2472; in the data active means activity change below about -30%; further: on the % scale 0 is the no-effect control and ±100 the full control effect
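First, compound is pin-transferred into glyceraldehyde-3-phosphate coupling-enzyme reagent at 57.5 uM final and held 10 min at RT. Next, substrate, coupling system and AmpLite Red are added. After 20 min RT, fluorescence (525/598 nm) is read.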
PTAP TSG101 blk: blocks PTAP/TSG101 interaction to inhibit HIV-1 budding. Q99816. Fluorescence polarization, FITC-PTAP peptide / Tsg101 binding. Potency, µM (doses to about 115 µM), without a hit: top-dose activity change, negative = inhibition, usual class: inhibitors. 340,000 tested, under 10 active; active means well fitted inhibition curve with a large enough effect in the main read-out, with a control signal flat, not every such curve was filed as active; inconclusive means small, poorly fitted or top-dose-only effect, or effect the other way, or a change in a side signal; inactive means no such curve, though single readings can be large or run the other way; further: potency means the concentration at half of the fitted maximal effect; % of control where 0% means no effect
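Fluorescence anisotropy tracks displacement of a FITC-tagged PTAP peptide (50 nM) from the Tsg101 binding domain (10 uM), following a 20 min room-temperature incubation at pH 7.5.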
Chronic BCR inh: chronic active BCR signaling inhibition; ABC-DLBCL IkBa-CBG/CBR reporter, luminescence ratio, 4 h; Potency, µM (highest dose often 46.1 µM), for the others: at the highest dose ratio change, negative = lower green/red ratio, most hits filed as inhibitors; hit rate 0.05% among 340,000; AID 493014; active means well fitted inhibition curve with a large enough effect in the signal ratio, with a control signal flat, not every such curve was filed as active; inconclusive means small, poorly fitted or top-dose-only effect, or effect the other way, or a change in a side signal; the % refers to the signal ratio;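 further: potency means the concentration at half of the fitted maximal effect; plate controls were basal doxycycline-induced cells for no effect and cells given 10 µM MG132 for full effect; MG132 reads +100%, hits lower the ratio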
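Compounds up to 46 uM were incubated four hours with TMD8 cells whose green CBG68 luciferase is fused to IkappaBalpha; red CBR luminescence normalised the signal, and concentration-effect curves were fitted to fusion, red and ratio data.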
Numbers without * were called inactive; ? = inconclusive; . = not tested or not shown; [ ] = dose if it differs, or a comment. Unless noted, the call rests on the fitted dose curve; in most records, active means well fitted curve in the direction sought with a large enough effect; inconclusive means small, poorly fitted or top-dose-only effect, or another doubt; inactive means no such curve, though single readings can be large; an effect the other way counts as inactive or inconclusive.

molecule	PKM2 act	Menin-MLL TR inh	GALK inhibitor	B2AR arrestin	ASM inhibitor	Tb PFK block	Giardia killer	a7 integrin act	Coupling enz	PTAP TSG101 blk	Chronic BCR inh
O=C(NN1CCOCC1)c1cccc2ccccc12	2.2%	0.1%	-1.7%	0.0%	2.2%	-1.7%	-13.0	19.5%	3.2	-2.9%	2.5%
CCCc1c(C(=O)NNc2ccccc2OC)cnn1-c1ccccc1	6.9%	.	3.5%	-0.4%	-1.8%	-1.1%	-14.1	-26.2%	6.4	-0.9%	0.8%
O=C(CSc1oc(-c2ccco2)nc1S(=O)(=O)c1ccccc1)NCC1CCCO1 (stereo not given)	-8.6%	-1.7%	-3.5%	0.2%	1.8%	3.4%	4.2	13.0%	0.0	-1.8%	?
COc1ccc(S(=O)(=O)NCCc2c[nH]c3ccccc23)cc1OC	.	?	-2.4%	0.1%	9.1%	2.0%	5.3	?	0.0	-9.6%	-3.1%
CCCn1c(=O)c(C(=O)NNS(=O)(=O)c2ccc(Cl)cc2)c(O)c2ccccc21	0.1%	?	0.9%	3.6%	-12.4%	-4.2%	-8.4	18.8%	-7.3	0.4%	-4.0%
Cc1cccc(C(=O)OCC(=O)N2CCCC2=O)c1[N+](=O)[O-]	.	.	.	0.3%	-0.6%	-6.0%	7.1	-12.6%	.	-0.4%	-1.2%
Cc1cc(C)cc(NC(=O)c2ccc([N+](=O)[O-])o2)c1	8.0%	-14.3%	-0.6%	-0.7%	-0.2%	3.4%	-94.8*	-53.6%[inhibitor]	-5.3	-8.4%	?
COc1ccc(OC)c(NC(=O)CSc2nnc(C3CCCCC3)o2)c1	11.9%	3.5%	-1.9%	0.0%	9.8%	5.3%	-2.5	3.1%	0.7	-4.8%	?
COc1ccc(N=C2S/C(=C\c3ccc(Cl)c([N+](=O)[O-])c3)C(=O)N2CCN(C)C)cc1	.	?	.	0.2%	-20.6%	1.6%	-4.8	-59.5%[inhibitor]	1.3	-5.4%	?
CC(C)(C)c1ccc(C(=O)O/N=C(\N)c2ccccc2)cc1	.	1.5%	3.5%	-0.5%	-3.0%	-5.6%	15.2	13.8%	2.4	-4.2%	?
Cc1ccc(S(=O)(=O)NCC(=O)Nc2ccc(C(F)(F)F)cc2)cc1	-1.9%	.	-1.0%	0.3%	0.6%	-3.5%	3.6	-0.3%	1.0	-3.8%	0.4%
N#Cc1nc(Nc2cccc(Cl)c2)c2ncn(C3CCCC3)c2n1	.	.	.	0.2%	-10.8%	0.6%	11.2	.	.	9.1%	?
O=c1ccc(N=Nc2ccccc2)ccc1O	-16.6%	?	11.8%	0.3%	-8.3%	-27.2%	2.6	-43.7%	5.0	-5.5%	?
Cc1cccc(NC(=O)c2ccc([N+](=O)[O-])s2)c1C	-4.4%	-2.5%	-0.5%	-0.7%	0.5%	0.0%	?	-9.1%	1.1	-2.7%	?
Cc1ccc2nc(N3CCC(C(=O)O)CC3)nc(-c3ccccc3)c2c1	-4.6%	0.6%	6.8%	0.4%	79.5%[activator]	-3.1%	-6.9	0.0%	11.6	-8.9%	7.2%
NC(=O)c1oc2ccccc2c1NC(=O)c1ccccc1	5.1%	6.6%	1.0%	0.2%	2.4%	0.2%	15.9	4.5%	-0.5	-3.4%	?
CC1CCCC(NC(=S)Nc2ccc(SC(F)F)cc2)C1C (stereo not given)	14.7%	.	-3.5%	-0.1%	-9.1%	1.5%	-6.5	-34.9%	-9.8	-0.2%	?
CCOc1ccc(CN(CCO)CCO)cc1C(=O)OC	1.9%	-6.9%	0.8%	-0.2%	-2.7%	0.4%	2.1	-3.3%	0.1	-2.4%	3.3%
O=S1(=O)C[C@H]2NC(=S)N(c3ccccc3)[C@H]2C1	-2.1%	12.0%	1.0%	0.0%	6.3%	-4.9%	3.8	-42.5%	1.4	-4.2%	-18.6%
O=C(NCCC1=CCCCC1)C1CCCN(S(=O)(=O)c2cccnc2)C1 (stereo not given)	2.8%	3.2%	1.5%	0.1%	1.5%	2.6%	9.5	2.7%	0.4	-0.1%	-13.2%

Continued:
molecule	PKM2 act	Menin-MLL TR inh	GALK inhibitor	B2AR arrestin	ASM inhibitor	Tb PFK block	Giardia killer	a7 integrin act	Coupling enz	PTAP TSG101 blk	Chronic BCR inh
COC(=O)c1sc(NC(=O)c2c(F)cccc2F)c(C#N)c1C	-1.0%	?	-0.7%	0.1%	-1.5%	4.8%	1.5	?	5.7	-2.1%	-10.3%
O=C(CC1S/C(=N/N=C/C=C/c2ccccc2)NC1=O)Nc1ccc(C(=O)O)cc1 (stereo not given)	-2.8%	18.4%	-1.4%	0.0%	-1.5%	0.2%	-7.8	-17.6%	5.4	-2.6%	-0.4%
Cn1c(N)c(C(=O)CSc2nnc(N)s2)c(=O)n(C)c1=O	.	.	.	-0.2%	4.8%	-1.7%	-0.9	7.1%	.	-2.3%	3.2%
COc1cccc(/C=C2\SC(=S)N(N3C(=O)CCCC3=O)C2=O)c1	2.1%	?	-3.5%	-0.3%	-18.5%	15.9%	-5.6	-12.2%	-0.1	-5.2%	?
Cc1c(C(=O)C(=O)NCc2cccs2)c2ccccc2n1C	24.2%	-7.5%	3.5%	0.1%	-3.5%	0.5%	-3.2	?	2.8	0.0%	-15.6%
COC(=O)c1c(NC(=O)c2ccoc2C)sc2c1CCC2	7.8%	0.0%	-0.5%	0.4%	7.2%	?	-16.4	6.9%	3.7	-7.9%	0.4%
Cc1cc(C)c(S(=O)(=O)NCC2CCC(C(=O)NCc3ccc4c(c3)OCO4)CC2)c(C)c1 (stereo not given)	-0.9%	8.7%	1.8%	0.2%	-1.9%	-0.1%	6.7	-32.4%	1.7	-3.3%	-0.5%
CC(=O)c1ccc(N2CCN(C(=O)CCN3C(=S)NC(C)(C)CC3C)CC2)cc1 (stereo not given)	.	-1.9%	0.4%	0.1%	3.6%	1.0%	6.8	-13.2%	-1.0	0.3%	-0.3%
O=C(NCc1ccc2c(c1)OCO2)C1CCCN1C(=O)Nc1ccc(F)cc1 (stereo not given)	-4.7%	-1.8%	0.9%	-3.8%	2.9%	-1.8%	5.6	13.4%	1.6	-3.8%	-0.6%
O=C(CN1CCCCC1)N/N=C/c1ccc(Cl)cc1Cl	-0.5%	-16.0%	3.8%	0.0%	1.2%	-1.2%	11.4	-15.7%	0.7	-5.1%	-0.5%
O=C(/C=C/c1ccccc1)Nc1ccc(CN2CCOCC2)cc1	-5.8%	-6.4%	-1.9%	-0.3%	-1.9%	0.2%	57.9[activator]	-8.2%	1.3	-0.2%	2.0%
O=C(CCNC(=O)c1ccc(Br)cc1)NCc1cccnc1	.	.	.	-0.1%	.	-9.5%	6.7	6.0%	.	-0.7%	9.4%
Cc1ccc(C)n1-c1nnc(N2CCC(C(=O)NCCCN3CCN(C)CC3)CC2)s1	-4.8%	-15.6%	.	-1.7%	1.9%	-1.6%	15.8	-4.1%	-3.0	-4.1%	5.4%
CCOc1ccc(NC(=S)N2CCN(c3ccc(N4CCOCC4)nn3)CC2)cc1	-5.7%	-15.7%	2.1%	-0.1%	67.3%[activator]	-0.7%	2.0	-8.3%	1.7	-1.3%	8.7%
CCN(CC)C(=O)C1CCCN(Cc2ccc(N(C)C)cc2)C1 (stereo not given)	-0.3%	-10.9%	1.6%	-0.4%	3.0%	-2.8%	0.3	0.4%	3.8	-1.2%	-0.5%
O=C(Nc1ccc(Cl)cc1)c1ccc(-n2cccn2)c([N+](=O)[O-])c1	-1.5%	?	-3.2%	-0.3%	-8.1%	0.3%	2.8	-3.1%	-9.0	-8.4%	-5.9%
C=C1c2cc(C)ccc2NC(=O)N1c1ccc(C)cc1	3.7%	-1.9%	-2.4%	0.4%	19.6%	1.1%	-1.4	-23.8%	-0.3	-15.0%	?
COCCCNC(=O)CCn1c(=O)c2ccccc2n(CC(=O)NCCc2ccc(OC)c(OC)c2)c1=O	0.6%	2.1%	11.1%	0.3%	-3.7%	0.3%	18.3	10.1%	4.0	-2.9%	-10.7%
CC(O)CNCCCOc1ccc(Cl)cc1C(C)(C)C (stereo not given)	-3.7%	-22.4%	0.9%	-0.8%	-4.1%	3.3%	9.1	-71.9%[inhibitor]	-6.8	-6.7%	?

Screens: PubChem, National Center for Advancing Translational Sciences (NCATS)

A portion of the library; rates above refer to the full screens.
